TCR act: activates T cell receptor signaling | primary human leukocytes, anti-CD3, IL-2 HTRF, 48 h | Potency, µM (highest dose often 9.22 µM), inactives show at the top dose activation of IL-2 secretion, usual class: activators | 330,000 tested, under 10 active | AID 504894; further: % of control where 0% means no effect
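IL-2 produced over 48 hr by a-CD3 bead-stimulated primary human leukocytes exposed to compounds was detected with a homogeneous time-resolved FRET immunoassay, 665nm acceptor signal after 320nm excitation.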
BCR signal inh: chronic active BCR signaling inhibition | ABC-DLBCL IkBa-CBG/CBR reporter, luminescence ratio, 4 h | Potency, µM (doses to about 46.1 µM), without a hit: at the top dose ratio change, negative = lower green/red ratio, hits mostly inhibitors | 340,000 tested, 0.05% active; active means well fitted inhibition curve with a large enough effect in the signal ratio, with a control signal flat, not every such curve was filed as active; inconclusive means small, poorly fitted or top-dose-only effect, or effect the other way, or a change in a side signal; the % refers to the signal ratio;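 further: potency means the concentration at half of the fitted maximal effect; plate controls were basal doxycycline-induced cells for no effect and cells given 10 µM MG132 for full effect; MG132 reads +100%, hits lower the ratio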
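Compounds up to 46 uM were incubated four hours with TMD8 cells whose green CBG68 luciferase is fused to IkappaBalpha; red CBR luminescence normalised the signal, and concentration-effect curves were fitted to fusion, red and ratio data.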
ASM inhibitor: human S-ASM enzyme inhibition; P17405; placental ASM, HMU-PC fluorogenic substrate, 60 min; Potency, µM (doses to about 57.5 µM), for inactives: top-dose activity change, negative = inhibition, most hits filed as inhibitors; 340,000 tested, 0.006% active; AID 504937; further: potency means the concentration at half of the fitted maximal effect
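Fluorescence read-out (Ex 386 nm, Em 447 nm) after stopping the reaction at pH 10. Enzyme: ASM from human placenta; substrate HMU-PC0, 9 uM final; 60 min, 37 °C. Compound preincubation 10 min, ambient temperature.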
Eya2 inh: Eya2 (human) phosphatase inhibition | Potency, µM (top dose mostly 76.9 µM), without a hit: at the highest dose activity, negative = inhibition, most hits filed as inhibitors | 330,000 tested, 0.006% active | AID 488837 | O00167 | recombinant Eya2, OMFP fluorescence dephosphorylation (OMFP is methylfluorescein phosphate); further: potency means the concentration at half of the fitted maximal effect; on the % scale 0 is the no-effect control and ±100 the full control effect
Target sequence (O00167 whole entry, looked up): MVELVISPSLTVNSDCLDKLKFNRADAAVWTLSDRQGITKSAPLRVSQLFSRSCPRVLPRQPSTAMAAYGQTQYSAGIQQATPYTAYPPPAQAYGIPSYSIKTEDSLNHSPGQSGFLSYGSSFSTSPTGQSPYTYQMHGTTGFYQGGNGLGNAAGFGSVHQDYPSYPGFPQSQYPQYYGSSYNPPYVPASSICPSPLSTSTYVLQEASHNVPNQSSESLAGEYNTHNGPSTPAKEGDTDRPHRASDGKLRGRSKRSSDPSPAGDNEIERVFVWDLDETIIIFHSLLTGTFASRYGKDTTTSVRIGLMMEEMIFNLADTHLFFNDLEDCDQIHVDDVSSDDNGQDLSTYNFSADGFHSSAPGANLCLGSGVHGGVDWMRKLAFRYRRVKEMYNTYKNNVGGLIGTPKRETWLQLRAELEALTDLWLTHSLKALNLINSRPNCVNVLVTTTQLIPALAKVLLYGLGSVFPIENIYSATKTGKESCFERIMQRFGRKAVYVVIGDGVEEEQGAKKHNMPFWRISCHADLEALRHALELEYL
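Eya2 protein (added as 0.2 uM solution) was preincubated with compound for 10 min at ambient temperature in 50 mM HEPES pH 7.5, 50 mM NaCl, 5 uM MgCl2, 0.05% BSA, 1 mM DTT. OMFP (added at 50 uM) then reacted 10 min; fluorescence read at 485/525 nm.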
Tb PFK block: T. brucei PFK enzyme inhibition; 330,000 tested, 0.17% active; O15648; Potency, µM (highest dose often 57.5 µM), for inactives: top-dose activity, negative = inhibition, most hits filed as inhibitors; T. brucei PFK, ADP-Glo luminescence; AID 485367;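 further: potency means the concentration at half of the fitted maximal effect; 0% = uninhibited 1x PFK enzyme wells and -100% = no-enzyme wells; nearly all actives have a fitted effect of over 60% in size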
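1.25 nM PFK with 0.5 mM F6P and 0.1 mM ATP in 0.1 M TEA pH 8.0, 5 mM MgCl2, incubated 45 min at room temperature; ADP measured by ADP-Glo luminescence; compounds titrated up to 57 uM.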
AT treatment: potential ataxia-telangiectasia treatments restoring KAP-1 phosphorylation; […] A-T fibroblasts, KAP-1 phosphorylation AlphaLISA; neocarzinostatin DNA damage 30 min before lysis; Potency, µM (titrated, usually from 57.5 µM), inactives show at the top dose activation, actives largely listed as activators; 320,000 tested, 0.19% active; further: potency means the concentration at half of the fitted maximal effect; % of control where 0% means no effect; nearly all actives have a fitted effect of over 45% in size
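hTERT-immortalized A-T patient fibroblasts ([…]), 500 cells/well in OPTI-MEM, 1% FBS, got compounds for 60 min, then NCS for 30 min at 37C. Lysates were then assayed for phospho-KAP-1 by AlphaLISA (anti-pKAP1 donor, anti-KAP1 acceptor beads), 6 hr at 25C.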
Mito fusion yeast: inhibitors of mitochondrial division or activators of mitochondrial fusion | 320,000 tested, 0.23% active | S. cerevisiae fusion-defective mutant growth rescue, CellTiterGlo 48 h | Potency, µM (titrated, usually from 46.1 µM), for the others: top-dose growth rescue (activation), usual class: activators;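 further: potency means the concentration at half of the fitted maximal effect; % of control where 0% means no effect; nearly all actives have a fitted effect of over 45% in size; temperature-sensitive fusion mutants such as fzo1-1 at 37 °C on non-fermentable ethanol glycerol medium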
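S. cerevisiae fusion-defective temperature-sensitive mutants (e.g. fzo1-1, mgm1-5) grown 48 h at 37C in YPEG (ethanol/glycerol non-fermentable) medium with 23 nl compound per well; growth rescue read as CellTiterGlo luminescence.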
ELG1 DNA repair: blocks ELG1-dependent DNA repair in HEK293T cells; HEK293T ELG1-luciferase reporter, luminescence, 16 h; DNA damage induced by 5-fluorouridine; Potency, µM (series often up to 46.1 µM), without a hit: top-dose activity change, negative = inhibition, actives largely listed as inhibitors; 330,000 tested, 2.3% active; AID 504467; further: potency means the concentration at half of the fitted maximal effect; on the % scale 0 is the no-effect control and ±100 the full control effect; nearly all actives have a fitted effect of over 55% in size
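In this reporter screen, reduction of luminescence relative to DMSO vehicle indicated activity. Compounds and 5-fluorouridine were added together to 2,000 cells per well, incubated for 16 hr at 37 °C, then developed with ONE-Glo.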
TSHR antag: human thyrotropin receptor antagonism; TSHR-expressing cells, TSH-stimulated cAMP HTRF, 2 h; active compounds read low; AID 504810; P16473; activity change, negative = inhibition, % at 11.5 µM; 330,000 tested, 0.2% active;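 active means activity change below a set negative limit, meaning inhibition stronger than a set level, cut at about -70% in these data; inconclusive means activity change between two set negative limits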; further: on the % scale 0 is the no-effect control and ±100 the full control effect
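Antagonism was scored as loss of TSH-driven cAMP in TSHR cells, stimulated with 4nM TSH (EC80) for 2 hours at 37 deg C and detected by homogeneous HTRF competition immunoassay.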
PTAP TSG101 blk: blocks PTAP/TSG101 interaction to inhibit HIV-1 budding. Q99816. Fluorescence polarization, FITC-PTAP peptide / Tsg101 binding. 340,000 tested, under 10 active. AID 493005. Potency, µM (titrated, usually from 115 µM), without a hit: top-dose activity change, negative = inhibition, actives largely listed as inhibitors; active means well fitted inhibition curve with a large enough effect in the main read-out, with a control signal flat, not every such curve was filed as active; inconclusive means small, poorly fitted or top-dose-only effect, or effect the other way, or a change in a side signal; inactive means no such curve, though single readings can be large or run the other way; further: potency means the concentration at half of the fitted maximal effect; % of control where 0% means no effect
Target sequence (Q99816 whole entry, looked up): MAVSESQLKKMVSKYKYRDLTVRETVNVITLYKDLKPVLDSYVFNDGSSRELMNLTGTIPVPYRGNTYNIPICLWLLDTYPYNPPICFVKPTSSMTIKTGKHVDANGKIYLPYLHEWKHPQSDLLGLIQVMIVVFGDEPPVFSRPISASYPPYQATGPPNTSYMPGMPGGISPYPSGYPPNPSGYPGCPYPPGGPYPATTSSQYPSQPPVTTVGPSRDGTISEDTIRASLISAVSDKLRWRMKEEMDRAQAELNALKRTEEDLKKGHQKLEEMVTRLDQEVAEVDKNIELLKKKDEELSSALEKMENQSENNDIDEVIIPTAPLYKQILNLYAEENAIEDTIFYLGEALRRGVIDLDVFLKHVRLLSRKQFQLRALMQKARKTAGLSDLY
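Fluorescence polarization binding of Tsg101 binding domain (10 uM final) to FITC-labeled PTAP peptide (50 nM final) in HEPES pH 7.5 buffer with NaCl, Tween 20, EDTA, TCEP. Compounds added before peptide; binding 20 min at RT.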
Integrin act MD: integrin-mediated muscular dystrophy alleviation activation; alpha7betagal myoblasts, beta-gal FDG fluorescence, 48 h; Potency, µM (doses to about 38.3 µM), without a hit: top-dose activation, actives largely listed as activators; 350,000 tested, 0.064% active; AID 624291;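 further: potency means the concentration at half of the fitted maximal effect; 100% = response of the positive control SU9516; nearly all actives have a fitted effect of over 60% in size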
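Alpha7betagal+/- myoblasts (passage 13) were plated 16-24 hr, then exposed to compounds (1:260 dilution of DMSO stock) for 48 hours at 37C. After MPER lysis, β-galactosidase reporter activity was read as FDG fluorescence (ex 480/em 540) after 30 minutes.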
* hit, by the source's call; ? = inconclusive; · = no result given; [ ] = remark or other dose. Unless noted, the call rests on the fitted dose curve; in most records, active means well fitted curve in the direction sought with a large enough effect; inconclusive means small, poorly fitted or top-dose-only effect, or another doubt; inactive means no such curve, though single readings can be large; an effect the other way counts as inactive or inconclusive.

Results follow in this order: TCR act	BCR signal inh	ASM inhibitor	Eya2 inh	Tb PFK block	AT treatment	Mito fusion yeast	ELG1 DNA repair	TSHR antag	PTAP TSG101 blk	Integrin act MD
> COc1cc(S(=O)(=O)NCC2(N3CCCCC3)CCCCC2)ccc1NC(C)=O
  -3%	-3%	·	-26%	-11%	3%	5%	-1%	5	-1%	-1%
> Cc1cccc(-c2nc(Nc3cccc(O)c3)c3ccccc3n2)c1
  -4%	?	-21%	-9%	0%	11%	?	?	1	-3%	?
> CCCCCC(=O)Nc1ccc(N2CCN(C(=O)CCC)CC2)cc1
  -1%	-2%	1%	3%	0%	-2%	-7%	-1%	3	5%	-8%
> NC(=O)c1ccccc1NC(=O)Nc1cccc(Cl)c1Cl
  1%[46.1 µM]	3%	2%	3%	-13%	-1%	7%	-2%	1	-1%	-14%
> CCCCCOc1ccc(NC(=O)CCCC(=O)O)cc1
  1%	-6%	0%	-29%	-7%	-3%	-2%	19%	-8	-4%	2%
> C=CCn1c(N)cc(=O)nc1SC(CC)C(=O)Nc1ccc(C(C)=O)cc1 (configuration not stated)
  4%	-17%	-12%	-12%	-1%	2%	-8%	18%	0	3%	-4%
> COc1ccc(NC(=O)c2c(C)noc2-c2snnc2C)cc1
  8%	0%	-3%	-5%	-3%	8%	5%	?	-4	2%	4%
> COc1ccc(N2CCN(S(=O)(=O)CCNC(=O)CCCc3ccccc3)CC2)cc1
  0%	1%	0%	-3%	-3%	0%	-1%	9%	-8	-4%	-1%
> CN1CCN(C(=O)c2cc3ccccc3cc2O)CC1
  -4%	0%	10%	-4%	-3%	11%	6%	0%	·	-2%	13%
> COc1ccc(N2CCN(C(=O)Cn3cncn3)CC2)cc1
  7%	1%	1%	13%	-2%	-2%	-2%	-3%	3	1%	-15%
> Cc1cccc(NC(=O)c2cc(S(=O)(=O)N3CCc4ccccc43)cn2C)c1
  8%	6%	-2%	-2%	0%	-2%	0%	13%	-10	-2%	-20%
> O=C(O)c1ccc(Nc2cc(Cl)c3nonc3c2[N+](=O)[O-])cc1
  7%	?	0%	0%	?	-7%	5%	0%	0	-6%	22%
> COc1ccc(CN2C(=O)c3ccccc3C2=O)cc1C(=O)OCC(=O)NC1CCCCC1
  -8%[46.1 µM]	2%	-3%	2%	0%	-5%	2%	-19%	0	-2%	3%
> C=C(C)Cn1c(SCC(=O)O)nc2c1c(=O)[nH]c(=O)n2C
  5%	6%	2%	3%	0%	-2%	1%	-6%	1	0%	6%
> CC(C)(C)C1CCC(OC(=O)C[N+]2(C)CCCCC2)CC1 (configuration not stated)
  11%	1%	6%	6%	1%	2%	8%	?	-2	-1%	-14%
> COc1ccc(C(=O)Nc2ccc(C(=O)Nc3nccs3)cc2)cc1[N+](=O)[O-]
  -2%[46.1 µM]	4%	0%	-3%	-9%	-5%	2%	13%	2	-8%	1%
> O=C(c1ccccc1[N+](=O)[O-])N1N=C(c2ccccc2)CC1(O)C(F)(F)F (configuration not stated)
  ·	?	-1%	-12%	-3%	8%	-7%	-9%	-4	-6%	0%
> NC(=O)c1cc(N)ccc1N1CCCCC1
  2%	3%	2%	13%	-2%	-3%	2%	1%	5	-3%	-21%
> CN(C(=O)COC(=O)/C=C/c1cccs1)c1c(N)n(Cc2ccccc2)c(=O)[nH]c1=O
  2%	-7%	2%	19%	2%	4%	-4%	5%	22	3%	-13%
> COc1ccc(C(=O)NNC(=O)c2cc3cc([N+](=O)[O-])ccc3oc2=O)cc1OC
  -12%[46.1 µM]	7%	6%	-8%	-1%	9%	-1%	1%	-3	-5%	10%
> COc1ccc(-n2c(Cc3cccn3C)nnc2SCC(=O)NCc2ccc(F)cc2)cc1
  -5%[46.1 µM]	7%	1%	6%	-2%	-5%	-1%	-2%	2	-8%	-2%
> CN(CC(=O)Nc1ccccc1Cl)CC(=O)Nc1ccccc1[N+](=O)[O-]
  2%	?	-1%	-8%	-2%	4%	16%	?	-7	0%	-27%
> O=C(NC1CCCC1)c1ccc(CS(=O)(=O)c2cccc(C(F)(F)F)c2)o1
  5%	-2%	1%	17%	6%	-2%	-4%	-5%	-2	-14%	19%
> Cn1cc(CNC(=O)C23CC4CC(CC(C4)C2)C3)cn1
  -5%[46.1 µM]	-2%	2%	-1%	-1%	1%	0%	8%	0	-5%	4%
> O=[N+]([O-])c1ccc(N2CCCCC2)nc1
  -5%	1%	-6%	-7%	-1%	8%	?	6%	-4	-3%	-7%
> C/C(=N\NC(=O)c1nn(C)cc1Br)c1cccc(NC(=O)c2ccncc2)c1
  -6%[46.1 µM]	?	2%	-1%	-1%	3%	-4%	28%	0	-10%	19%
> CCCNC(=O)c1ccc2c(c1)ncn2-c1ccccc1OC
  -7%	?	0%	6%	-6%	3%	-5%	?	-6	-3%	7%
> CC(Sc1nc(-c2ccccc2)cc(C(F)(F)F)n1)C(=O)N1CCOCC1 (configuration not stated)
  -2%[46.1 µM]	-10%	-5%	-1%	2%	·	6%	?	0	1%	15%
> CCC(C(=O)c1ccccc1)P(=O)(NN)c1ccccc1 (configuration not stated)
  -3%	-6%	8%	4%	-2%	-4%	1%	1%	10	2%	-14%
> Cc1cc(=O)n2[nH]c(COc3ccccc3)nc2n1
  0%	?	0%	5%	1%	-1%	-2%	17%	7	-3%	-1%
> COCCCNc1nc(N)c([N+](=O)[O-])c(NCC2CCCO2)n1 (configuration not stated)
  -5%	-8%	-3%	8%	1%	-9%	8%	?	-9	-5%	-24%
> COc1cc(C(=O)N/N=C/c2ccc(OC(=O)c3cccc(C)c3)c(OC)c2)ccc1O
  4%	?	-29%	3%	-4%	0%	1%	0%	-4	-5%	11%
> O=C(Nc1ncccc1O)c1ccc2ccccc2c1
  0%	-1%	4%	1%	-7%	-5%	-1%	?	17	0%	4%
> Cc1cccc(CC(=O)OCn2nnc3ccccc3c2=O)c1
  -6%	-18%	4%	-1%	-6%	-5%	0%	12%	-2	0%	9%
> CCc1cc2c(=O)c(-c3nc4ccccc4n3C)c(C)oc2cc1OC(C)=O
  12%	-2%	34%[activator]	3%	1%	-6%	2%	-23%	12	-3%	·
> CC(NCc1ccc(S(N)(=O)=O)cc1)C(=O)Nc1cc([N+](=O)[O-])ccc1Cl (configuration not stated)
  0%	-2%	5%	14%	-8%	1%	5%	-1%	10	-8%	-21%
> Cc1ccc2[nH]c(=O)c(C(c3nnnn3CC3CCCO3)N3CCOCC3)cc2c1 (configuration not stated)
  1%	-1%	6%	14%	0%	-5%	3%	-4%	-1	-4%	5%
> O=C(Nc1ccc(OCC(=O)N2CCOCC2)cc1)Nc1cccc(Cl)c1
  ·	-1%	-4%	0%	-12%	6%[11.5 µM]	-9%	-2%	-13	-2%	7%
> CCOC(=O)CSc1nnc(N)s1
  2%	3%	-1%	-7%	-2%	-3%	2%	1%	-9	0%	-6%
